Assay outcomes as filed in PubChem BioAssay.
A549 tox: Nrf2 qHTS screen for inhibitors: counterscreen for cytotoxicity. AID 504648, 2011. actives 0.16% (n = 390,000). Potency, µM (titrated, usually from 46 µM), for inactives: at the highest dose activity change, negative = cytotoxicity, usual class: inhibitors. A549 ARE-Fluc cells, CellTiter-Fluor viability, 18-24 h; note: % is set by controls: 0 for no effect and ±100 for the full control effect
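A549 ARE_Fluc cells in 5% FBS OPTI-MEM were exposed to compounds in concentration-response for 18-24 h at 37 deg C. Viability was read by CellTiter-Fluor fluorescence (Ex 405/Em 525) after 30 min, before the luciferase read.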
EPAC2 antagonist: qHTS for Antagonist of cAMP-regulated guanine nucleotide exchange factor 2 (EPAC2): primary screen | Rap guanine nucleotide exchange factor 4 (Homo sapiens), Q8WZA2 | EPAC2 GEF exchange of Rap1B-BODIPY-GDP, fluorescence | Potency, µM (doses to about 114 µM), without a hit: top-dose activity, negative = inhibition, actives largely listed as inhibitors | actives 0.18% (n = 360,000); note: % is set by controls: 0 for no effect and ±100 for the full control effect; nearly all actives have a fitted effect of over 45% in size; many of its hits are not listed in these tables
Target sequence (Q8WZA2 whole entry, looked up): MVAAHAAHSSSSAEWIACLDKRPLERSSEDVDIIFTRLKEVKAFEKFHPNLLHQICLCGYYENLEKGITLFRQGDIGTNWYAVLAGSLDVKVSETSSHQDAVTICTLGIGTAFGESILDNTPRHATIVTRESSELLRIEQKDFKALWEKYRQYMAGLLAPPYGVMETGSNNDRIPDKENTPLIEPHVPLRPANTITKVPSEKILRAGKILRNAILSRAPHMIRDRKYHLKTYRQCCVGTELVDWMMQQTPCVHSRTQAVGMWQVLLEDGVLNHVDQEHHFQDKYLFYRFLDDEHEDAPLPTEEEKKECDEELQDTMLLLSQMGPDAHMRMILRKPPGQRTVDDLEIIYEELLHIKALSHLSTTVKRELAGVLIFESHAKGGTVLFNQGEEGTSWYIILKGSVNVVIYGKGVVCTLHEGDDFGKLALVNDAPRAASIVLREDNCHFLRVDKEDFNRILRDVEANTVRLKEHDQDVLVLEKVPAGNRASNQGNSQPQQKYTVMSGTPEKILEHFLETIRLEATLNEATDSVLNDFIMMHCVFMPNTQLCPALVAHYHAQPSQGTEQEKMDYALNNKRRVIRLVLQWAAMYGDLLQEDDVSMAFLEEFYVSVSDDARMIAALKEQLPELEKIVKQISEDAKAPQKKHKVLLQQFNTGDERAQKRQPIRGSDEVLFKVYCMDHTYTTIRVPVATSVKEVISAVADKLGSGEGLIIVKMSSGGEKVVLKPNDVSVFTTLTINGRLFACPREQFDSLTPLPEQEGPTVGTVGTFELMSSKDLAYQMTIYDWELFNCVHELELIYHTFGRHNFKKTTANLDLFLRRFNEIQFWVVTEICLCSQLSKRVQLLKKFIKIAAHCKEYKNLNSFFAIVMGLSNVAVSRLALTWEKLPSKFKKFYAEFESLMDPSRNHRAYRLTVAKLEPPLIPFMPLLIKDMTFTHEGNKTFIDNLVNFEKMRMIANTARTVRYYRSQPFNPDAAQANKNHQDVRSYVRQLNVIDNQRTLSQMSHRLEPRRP
ATXN viability: Viability Counterscreen for Primary qHTS for Inhibitors of ATXN expression | S2 cells (HEK-293 line with an ATXN2-luciferase reporter) viability, CellTiter-Fluor protease fluorescence, 24 h | Potency, µM (doses to about 56.7 µM), most hits filed as cytotoxic | actives 0.49% (n = 400,000); note: nearly all actives have a fitted effect of over 40% in size
MCF10A rerep: A quantitative high throughput screen for small molecules that induce DNA re-replication in MCF 10a normal breast cells. MCF 10A DNA re-replication, Hoechst nuclear intensity, 48 h. Potency, µM (titrated, usually from 46.1 µM), for the others: at the top dose activity, positive = re-replication, usual class: activators. actives 2.9% (n = 350,000). AID 624296, 2012; note: % of control where 0% means no effect; nearly all actives have a fitted effect of over 50% in size
Nrf2 activator: qHTS of Nrf2 Activators. AID 624171, 2012. Potency, µM (series often up to 46.1 µM), for inactives: top-dose activation, hits mostly activators. AREc32 ARE-luciferase reporter (MCF7-derived line), luminescence, 24 h. actives 0.31% (n = 410,000); note: % of control where 0% means no effect; nearly all actives have a fitted effect of over 65% in size
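Luciferase luminescence (Steady-Glo, 30 min at room temperature) served as the read-out of ARE activation in AREc32 cells treated with compounds for 24 hr at 37 deg C.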
Nrf2 block: Nrf2 qHTS screen for inhibitors; AID 504444, 2011; actives 2.1% (n = 360,000); Potency, µM (top dose mostly 46 µM), for the others: at the highest dose activity change, negative = inhibition, most hits filed as inhibitors; A549 ARE-Fluc reporter, luciferase luminescence, 18-24 h; note: % is set by controls: 0 for no effect and ±100 for the full control effect; nearly all actives have a fitted effect of over 60% in size
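Cells were seeded and rested 2 h, then exposed to compounds for 18-24 h. CellTiter-Fluor was read first as a viability measure. BugLite was added 15 min before the final luminescent read of ARE-luciferase activity in A549 cells.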
TGFb SMAD3 inh: qHTS for Inhibitors of TGF-b; HepG2 CAGA-GFP TGF-b/SMAD3 reporter, GFP fluorescence, 18 h; TGF-beta stimulated, 500 pg/mL final; Potency, µM (series often up to 46.1 µM), without a hit: top-dose activity, negative = inhibition, hits mostly inhibitors; actives 1.2% (n = 410,000); AID 588855, 2011; note: % is set by controls: 0 for no effect and ±100 for the full control effect; nearly all actives have a fitted effect of over 65% in size
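HEPG2 CAGA-GFP reporter cells (1000/well, DMEM with 1% FBS) received compounds, then recombinant TGF-beta at 500 pg/mL final for 18 hours at 37 degrees C. Per-cell GFP summed per well was normalised to unstimulated and stimulated DMSO controls before curve fitting.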
ATXN2 expr inh: Primary qHTS for Inhibitors of ATXN expression; HEK-293 ATXN2-luciferase reporter, luminescence, 24 h; Potency, µM (series often up to 57 µM), without a hit: at the top dose activity change, negative = inhibition, most hits filed as inhibitors; actives 0.72% (n = 360,000); AID 1745845, 2022; note: % is set by controls: 0 for no effect and ±100 for the full control effect; nearly all actives have a fitted effect of over 55% in size
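ATXN2-luciferase reporter cells (luciferase flanked by upstream and downstream ATXN2 gene portions) were treated 24 h at 37 °C with compounds at up to 57 uM. SteadyGlo luminescence gave expression; GF-AFC fluorescence gave viability.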
HepG2 tox: qHTS for Inhibitors of TGF-b: Cytotox Counterscreen; HepG2 CAGA-GFP viability, ATP luminescence, 18 h; Potency, µM (titrated, usually from 46.1 µM), inactives show at the highest dose activity change, negative = cytotoxicity, hits mostly cytotoxic; actives 0.76% (n = 410,000); AID 588856, 2011; note: some results filed as inactive show a strong effect at the top dose
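CellTiter-Glo luminescence gave cytotoxicity after 18 hours at 37 degrees C. The cells were HepG2 CAGA-GFP in 1% FBS DMEM, stimulated with 500 pg/mL TGF-beta after compound addition. %Activity was normalised to no-cell wells (complete cell-killing) and DMSO (no toxicity), and curves were fitted and classified.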
* = called active by the depositor; i = inactive; ? = inconclusive; · = no result given; [ ] = remark or other dose. Calls come from the whole dose curve; as a rule, active = well fitted curve in the direction sought with a large enough effect; inconclusive = small, poorly fitted or top-dose-only effect, or another doubt; inactive = no such curve, though single readings can be large; an effect the other way counts as inactive or inconclusive. Potency is the fitted concentration of half-maximal effect. The list is partial; rates above refer to the full screens.

SMILES | A549 tox | EPAC2 antagonist | ATXN viability | MCF10A rerep | Nrf2 activator | Nrf2 block | TGFb SMAD3 inh | ATXN2 expr inh | HepG2 tox
CC(=O)Nc1ccc(C2=NN(c3ccccc3)C(c3ccccc3)C2)cc1 (configuration not stated) | 16% | 7% | · | ? | 3.4% | 11% | -22% | -23% | -24%
CCCCC(=O)NC(c1ccc(Cl)cc1)c1ccc2cccnc2c1O (configuration not stated) | -5% | -11% | i | 12µM* | 0.0% | 7% | ? | 7.9µM* | -60%
CSC1=C(C#N)C(=O)NC(c2ccc(Cl)cc2)S1 (configuration not stated) | 1% | -14% | i | ? | 2.9% | -14% | 17% | 22% | 29%
CCOC(=O)N1CCN(CCC(=O)Nc2cc([N+](=O)[O-])ccc2OC)CC1 | -3% | -2% | i | -2% | 1.9% | -8% | -1% | 2% | 5%
Cc1cc2cc(CNS(=O)(=O)c3ccc4ccccc4c3)ccc2n1C | -1% | 0% | ? | 16% | -0.5% | -7% | -24% | -29% | 3%
CC(C)CN(c1ccccc1)S(=O)(=O)c1nnc(NC(=O)C2CCCCC2)s1 | 2% | · | · | · | 2.3% | ? | -8% | · | -22%
CCOc1ccc([N+](=O)[O-])c(N)c1 | -2% | -3% | i | -81%[inhibitor] | 2.1% | 12% | -19% | 2% | 2%
CSc1nnc(-c2cc3ccccc3cc2O)n1C | 4% | 5% | ? | -4% | 2.3% | 6% | 6% | 9% | 8%
O=C(CCS(=O)(=O)c1ccccc1)NCc1ccccc1 | 3% | 2% | i | 10% | 0.0% | 3% | -3% | 2% | 2%
O=C(Nc1ccnn1C1CCN(Cc2c[nH]c3ccccc23)CC1)c1ccccc1 | 0% | 10% | i | -2% | 2.7% | 17% | 1% | 6% | -9%
CCn1c(SCC(=O)OC(C)C)nnc1-c1ccccc1OC | 0% | 3% | i | -16% | -0.1% | 11% | 4% | -26% | -2%
CC(C)Oc1ccc(C(=O)NCC(=O)Nc2ccc3c(c2)CCC3)cc1 | -4% | -16% | i | 9% | 0.6% | -7% | -23% | 8% | -20%
O=S(=O)(c1cccc(-c2nnc(SCc3ccc(Cl)cc3)o2)c1)N1CCCCC1 | 11% | -4% | i | ? | -0.7% | ? | 0% | -11% | 6%
CCOc1ccccc1NC(=S)N(Cc1cc2ccc(C)cc2[nH]c1=O)CC1CCCN1CC (configuration not stated) | -1% | 16% | ? | ? | 3.1% | 8% | ? | 2% | -44%
CC1CCCN(C(=O)c2cccc(S(=O)(=O)Nc3cc(C(F)(F)F)ccc3Cl)c2)C1 (configuration not stated) | -4% | ? | ? | ? | -0.8% | -16% | ? | 0% | -32%
CCS(=O)(=O)N1CCN(C(=O)c2cccs2)CC1 | -11% | 2% | ? | -1% | -0.6% | 4% | -6% | 3% | 3%
Nc1c(C(=O)c2ccc(Cl)cc2)oc2ccccc12 | -7% | 0% | i | ? | 21% | -5% | -17% | 70%[activator] | -24%
N#Cc1cccc(NC(=O)C2CCN(S(=O)(=O)c3ccc4[nH]c(=O)ccc4c3)CC2)c1 | 5% | · | i | · | 0.2% | · | 25% | 3% | -1%
CN(CC(=O)Nc1cccc(S(=O)(=O)N2CCCCC2)c1)Cc1ccc(F)cc1 | -1% | -3% | ? | 1% | 3.2% | ? | 1% | · | 36%
COc1cccc(-c2csc(NC(C)=O)n2)c1 | -13% | -2% | i | 15% | 6.2% | ? | -1% | 59%[activator] | -10%

Entries of single compounds, looked up by structure. Screens in order: A549 tox | EPAC2 antagonist | ATXN viability | MCF10A rerep | Nrf2 activator | Nrf2 block | TGFb SMAD3 inh | ATXN2 expr inh | HepG2 tox
CCCCC(=O)NC(c1ccc(Cl)cc1)c1ccc2cccnc2c1O (configuration not stated) reads -5% | -11% | i | 12µM* | 0.0% | 7% | ? | 7.9µM* | -60%
O=S(=O)(c1cccc(-c2nnc(SCc3ccc(Cl)cc3)o2)c1)N1CCCCC1 reads 11% | -4% | i | ? | -0.7% | ? | 0% | -11% | 6%

The listing continues:
SMILES | A549 tox | EPAC2 antagonist | ATXN viability | MCF10A rerep | Nrf2 activator | Nrf2 block | TGFb SMAD3 inh | ATXN2 expr inh | HepG2 tox
CCC(C)[C@H](NC(=O)C1CC(=O)N(c2ccc(OC)cc2)C1)C(=O)NC1CCCC1 (some centres not stated) | 5% | 2% | i | -1% | -0.3% | 13% | 6% | 9% | 0%
COc1cccc(NC(=O)C2CCN(c3nc4ccccc4nc3C(F)(F)F)CC2)c1 | -19% | · | ? | · | 0.8% | ? | ? | -35% | -31%
COC(=O)N1C(=O)[C@@](c2ccccc2)(C2CCCC2)N1C(=O)OC | -15% | 9% | · | ? | 7.9% | -2% | ? | ? | -81%
Cc1cnc(NC(=O)c2ccc(F)c(S(=O)(=O)N3CCOCC3)c2)s1 | -3% | 9% | i | -1% | 5.9% | 0% | ? | 23% | 8%

In the list so far, these contain a Cl atom:
SMILES | A549 tox | EPAC2 antagonist | ATXN viability | MCF10A rerep | Nrf2 activator | Nrf2 block | TGFb SMAD3 inh | ATXN2 expr inh | HepG2 tox
CCCCC(=O)NC(c1ccc(Cl)cc1)c1ccc2cccnc2c1O (configuration not stated) | -5% | -11% | i | 12µM* | 0.0% | 7% | ? | 7.9µM* | -60%
CSC1=C(C#N)C(=O)NC(c2ccc(Cl)cc2)S1 (configuration not stated) | 1% | -14% | i | ? | 2.9% | -14% | 17% | 22% | 29%
O=S(=O)(c1cccc(-c2nnc(SCc3ccc(Cl)cc3)o2)c1)N1CCCCC1 | 11% | -4% | i | ? | -0.7% | ? | 0% | -11% | 6%
CC1CCCN(C(=O)c2cccc(S(=O)(=O)Nc3cc(C(F)(F)F)ccc3Cl)c2)C1 (configuration not stated) | -4% | ? | ? | ? | -0.8% | -16% | ? | 0% | -32%
Nc1c(C(=O)c2ccc(Cl)cc2)oc2ccccc12 | -7% | 0% | i | ? | 21% | -5% | -17% | 70%[activator] | -24%
